Assay outcomes deposited in PubChem by The Scripps Research Institute Molecular Screening Center.
ASAP1 inh – ASAP1 ArfGAP inhibition. 0.19% of 360,000 active. ASAP1-stimulated ARF1 GTP hydrolysis, GDP FP detection. inhibition, % at 16.5 µM; in the data active means inhibition above about 25%;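 further: 0% = vehicle with enzyme and substrate and 100% = no enzyme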
proKLK7 act – activates the human kallikrein-7 zymogen; P49862; purified proKLK7, EDANS-DABCYL substrate fluorescence; 100% is mature enzyme control, 0% vehicle; activation, % at 7 µM; 0.9% of 370,000 active;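 active means activation above the mean of all tested compounds plus 3 SD, computed per campaign excluding outliers beyond control limits, cut at about 13% in these data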
Target sequence (P49862 whole entry, looked up): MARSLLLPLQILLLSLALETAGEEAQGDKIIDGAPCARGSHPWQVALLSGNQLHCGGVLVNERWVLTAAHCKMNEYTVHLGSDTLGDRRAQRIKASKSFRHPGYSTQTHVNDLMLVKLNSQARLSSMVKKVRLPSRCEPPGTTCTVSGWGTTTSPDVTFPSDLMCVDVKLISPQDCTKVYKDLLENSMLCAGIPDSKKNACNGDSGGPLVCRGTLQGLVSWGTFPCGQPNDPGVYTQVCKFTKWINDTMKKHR
TDP2 absorb – blocks human TDP2 phosphodiesterase activity; O95551; recombinant TDP2, T5PNP hydrolysis, p-nitrophenol absorbance 415 nm; inhibition, % at 12.8 µM; 0.34% of 370,000 active; AID 720702;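 active means inhibition above the mean of all tested compounds plus 3 SD, set per campaign, cut at about 25% in these data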;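 further: 0% = DMSO with enzyme and 100% = buffer with substrate but no TDP2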
Target sequence (O95551 whole entry, looked up): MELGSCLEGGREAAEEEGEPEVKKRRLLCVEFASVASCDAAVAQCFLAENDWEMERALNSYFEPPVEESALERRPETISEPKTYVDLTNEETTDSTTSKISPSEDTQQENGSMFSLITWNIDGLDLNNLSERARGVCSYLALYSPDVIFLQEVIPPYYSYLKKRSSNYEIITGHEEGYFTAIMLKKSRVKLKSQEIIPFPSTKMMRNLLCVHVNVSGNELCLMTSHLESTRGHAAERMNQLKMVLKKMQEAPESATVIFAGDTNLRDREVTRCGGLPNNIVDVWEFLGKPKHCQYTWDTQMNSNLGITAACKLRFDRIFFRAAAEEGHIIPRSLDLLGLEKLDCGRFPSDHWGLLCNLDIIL
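System – recombinant human TDP2 · Amount – 120 nM TDP2 per well · Buffer or medium – Mg2+-containing Tris-HCl buffer, pH 7.5 · Reagent – T5PNP substrate, 5 mM · Dosing – 12.8 µM single point, 1% DMSO · Incubation – 2 h at 37 °C · Measured by – epi absorbance · Read-out basis – percent inhibition · Benchmarks – high control without enzyme, low control DMSO plus TDP2 · Repeats – singlicate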
LEDGF integ inh – blocks HIV-1 LEDGF/p75-dependent DNA integration; TR-FRET IN-LEDGF/p75 DNA integration, Eu/Cy5; inhibition, % at 3.7 µM; 0.64% of 370,000 active;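 active means inhibition above the screen-wide mean plus 3 SD, cut at about 13% in these data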;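 further: signal is the Cy5 over europium emission ratio at 671 and 618 nm; 0% = plate median of compound wells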
ADAM10 inh – inhibits human ADAM10; recombinant ADAM10, EDANS/DABCYL FRET peptide cleavage, 3 h; inhibition, % at 7 µM; 0.62% of 370,000 active; AID 720582;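 active means inhibition above a per-campaign cutoff equal to the mean of compounds falling between control-based bounds plus 3 SD, cut at about 20% in these data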;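 further: 0% = DMSO wells while the 100% control is not disclosed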
PLC-gamma1 inh – inhibitors of human phospholipase C gamma1 | 0.84% of 370,000 active | inhibition, % at 12.2 µM | purified PLC-gamma1, fluorogenic substrate, fluorescence; in the data active means inhibition above about 9.5%
ADAM17 inh – ADAM17 inhibition, QFRET primary screen; P78536; recombinant ADAM17, EDANS/DABCYL FRET peptide cleavage; inhibition, % at 6.95 µM; 0.83% of 370,000 active;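 active means inhibition above the mean of compounds lying between control limits plus 3 SD, set per campaign, cut at about 8.5% in these data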;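 further: 0% = DMSO-only wells as the low control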
ARFGAP1 inhibitor – inhibits rat ARF GTPase activating protein 1. 0.26% of 360,000 active. Arfgap1-stimulated ARF1 GTP hydrolysis, GDP FP detection. inhibition, % at 16.5 µM;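 active means inhibition above a per-plate limit, mean inhibition of low control wells plus 3 SD, cut at about 25% in these data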;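 further: 0% = DMSO wells with enzyme and 100% = wells lacking Arfgap1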
Target sequence (Q62848 1-136 limits assumed): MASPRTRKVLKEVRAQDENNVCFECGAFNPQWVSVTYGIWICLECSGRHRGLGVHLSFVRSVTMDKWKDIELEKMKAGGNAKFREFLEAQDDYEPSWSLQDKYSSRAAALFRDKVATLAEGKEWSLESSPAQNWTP
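Repeats: one replicate per compound; assay system: rat Arfgap1 catalytic domain, aa 1-136; times: enzyme reaction 120 min at 25 °C after 20 min preincubation; detection: FP of antibody-bound GDP Alexa 633 tracer, ex 620/em 688 nm; benchmarks: high control wells lacking Arfgap1, low control full reaction with DMSO; reagent: human ARF1(Δ1-17)-GTP substrate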
Tn7 DDE FP – DD(E)-Tn7 binding inhibition, primary FP screen; inhibition, % at 8.3 µM; 0.13% of 370,000 active; P02675; FP displacement of FITC-Tn7 peptide from fibrin DD(E); 0% = median of compound wells per plate; AID 720508;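 active means inhibition above the mean of compounds falling within the control limits plus 3 SD of them, cut at about 14% in these data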;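 further: 0% = plate median of compound wells and 100% = 10 µM Aha-Tn7 peptide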
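Assay system: human fibrin DD(E). Input: DD(E) 2 µM final. Medium: Tris buffer with calcium and detergent, pH 7.8. Compound dosing: single point at 8.3 µM. Timing: 10 min plus 3 h, room temperature. Technique: fluorescence polarization of the labelled Tn7 tracer. Read-out: percent inhibition. Replicates: singlicate testing.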
DDE Tn6 FP inh – disrupts Tn6 cyclic peptide binding to fibrin D-Dimer-E complex; P02675; Fibrin DD(E) TRITC-Tn6 fluorescence polarization displacement; inhibition, % at 8.3 µM; 0.21% of 370,000 active; AID 720509;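 active means inhibition above a per-campaign cutoff: mean of compounds within control limits plus 3 SD, cut at about 15% in these data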;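 further: 0% = median of all compound wells on the plate and 100% = blocking peptide control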
* hit, by the source's call; i = inactive; / = not tested or not shown.

ASAP1 inh,ARFGAP1 inhibitor,ADAM17 inh,TDP2 absorb,DDE Tn6 FP inh,proKLK7 act,Tn7 DDE FP,LEDGF integ inh,ADAM10 inh,PLC-gamma1 inh,SMILES
2,9,-1,3,-3,-1.9,-7,-2,-12,-5,COc1cc(NC(=O)OCc2ccccc2)c2ncccc2c1
-9,-8,0,3,6,-0.2,-1,5,2,2,CCc1noc(C)c1C(=O)OCC(=O)c1ccc(OC)c(OC)c1
0,3,-6,11,-3,0.0,-1,0,1,0,O=C(NCc1ccncc1)NC12CC3CC(CC(C3)C1)C2
6,5,-4,8,0,-0.2,-10,0,2,-3,COc1ccc(S(=O)(=O)N2CCCCC2)cc1NC(=O)CSc1ncnc2ccccc12
-10,6,3,1,-10,-0.1,-2,1,-2,-1,CCc1nnc(NC(=O)c2cc(-c3ccccn3)nc3ccccc23)s1
-3,12,-6,10,1,0.9,0,-4,-6,-1,Fc1cccc(/C=N/N=C/c2cccc(F)c2)c1
-8,10,-4,-7,8,0.4,7,-2,-5,-6,Cc1ccc(/C=c2\sc3nc(-c4cccs4)nn3c2=O)o1
-5,-4,-6,7,-7,-0.7,6,4,-14,-59,Cc1cc(NC(=O)CSc2ccc3nnc(-c4cccs4)n3n2)no1
11,-2,-2,-10,2,-0.5,2,-4,-5,-7,COC(=O)c1c(NC(=O)CSc2nc3ccccc3c(=O)n2Cc2ccco2)sc(C)c1C
-11,0,-7,1,-7,0.0,8,2,0,-2,CCN(CC)c1ccc(NC(=O)c2ccc(NC(=O)C3CCCO3)cc2)c(C)c1 (centres undefined)
0,7,-22,2,-6,0.5,1,-2,-118,-54,COc1cc(OC)c2cc(C(=O)N[C@H](C(=O)N3CCC[C@H]3C(=O)O)C(C)C)n(C)c2c1
-2,5,-3,-10,-6,-1.1,-6,2,-16,-2,CCCCN(C(=O)CSCC(=O)Nc1cccc(C)c1)c1c(N)n(CCCC)c(=O)[nH]c1=O
-15,8,1,-4,-4,0.1,-7,5,-3,2,O=C(CSc1ncnc2c1oc1ccccc12)NCc1ccco1
-3,9,-3,-11,-4,0.0,4,0,-9,0,O=C(NCc1cccnc1)c1cc(S(=O)(=O)N2CCOCC2)c(Cl)cc1Cl
-3,3,-1,5,-3,0.1,5,5,0,0,Cc1ccc(-c2n[nH]c(=O)c3ccccc23)cc1S(N)(=O)=O
-14,-3,-7,13,3,-0.1,2,1,-30,-14,CCOC(=O)C(c1nc2ccccc2[nH]1)n1c(-c2ccccn2)nc2ccccc21 (centres undefined)
-11,1,-1,-12,3,0.2,5,-2,2,-3,CC1CC(=O)N(CC(=O)NC2CCCCC2)c2ccccc2S1 (centres undefined)
11,10,-151,-1,3,109*,-3,4,i,i,CN(C(=O)CN1C(=O)c2cccc(N)c2C1=O)C1CCCCC1
4,5,6,-11,3,0.5,4,2,10,7,Cc1cc(Cl)c(S(=O)(=O)N2CCCC2)cc1OCC(=O)NC1CCCCC1
-6,-3,-28,2,-1,-0.1,2,3,2,2,Cn1c(=O)c2c(nc(-n3ccnc3)n2C)n(C)c1=O

Looked up above:
Value for COc1cc(OC)c2cc(C(=O)N[C@H](C(=O)N3CCC[C@H]3C(=O)O)C(C)C)n(C)c2c1 under PLC-gamma1 inh: -54
Value for CC1CC(=O)N(CC(=O)NC2CCCCC2)c2ccccc2S1 (centres undefined) under proKLK7 act: 0.2
Value for Cc1cc(Cl)c(S(=O)(=O)N2CCCC2)cc1OCC(=O)NC1CCCCC1 under proKLK7 act: 0.5
Value for O=C(NCc1ccncc1)NC12CC3CC(CC(C3)C1)C2 under LEDGF integ inh: 0
Value for Cc1ccc(-c2n[nH]c(=O)c3ccccc23)cc1S(N)(=O)=O under ADAM10 inh: 0
Value for CCN(CC)c1ccc(NC(=O)c2ccc(NC(=O)C3CCCO3)cc2)c(C)c1 (centres undefined) under PLC-gamma1 inh: -2
Value for Cc1cc(NC(=O)CSc2ccc3nnc(-c4cccs4)n3n2)no1 under TDP2 absorb: 7

For reference, part of the list above.
ASAP1 inh,ARFGAP1 inhibitor,ADAM17 inh,TDP2 absorb,DDE Tn6 FP inh,proKLK7 act,Tn7 DDE FP,LEDGF integ inh,ADAM10 inh,PLC-gamma1 inh,SMILES
4,5,6,-11,3,0.5,4,2,10,7,Cc1cc(Cl)c(S(=O)(=O)N2CCCC2)cc1OCC(=O)NC1CCCCC1
-6,-3,-28,2,-1,-0.1,2,3,2,2,Cn1c(=O)c2c(nc(-n3ccnc3)n2C)n(C)c1=O

Following part
ASAP1 inh,ARFGAP1 inhibitor,ADAM17 inh,TDP2 absorb,DDE Tn6 FP inh,proKLK7 act,Tn7 DDE FP,LEDGF integ inh,ADAM10 inh,PLC-gamma1 inh,SMILES
13,2,-4,5,-12,0.3,-3,-4,-5,0,CCCC(=O)C1=C(O)C(C(=O)OC)C(C)(C)CC1=NCc1ccccc1 (centres undefined)
/,/,4,-1,-1,-0.2,-2,2,7,2,Cc1ccc(-c2nnc(SCC(=O)Nc3ccc4c(c3)OCCO4)n2-c2ccc(Cl)cc2)cc1
5,4,2,-6,9,-0.2,1,1,3,-1,OCCN1c2ccccc2CCc2ccccc21
-6,-17,-23,0,1,-1.0,3,1,-54,-16,CCCOc1ccc(-c2nc(N3CCN(CC)CC3)c3ccccc3n2)cc1
-2,1,5,4,0,-0.2,-3,0,-5,2,COc1cccc(NC(=O)Cn2nc(Cc3cccnc3)c3ccccc3c2=O)c1
-6,-4,-1,-2,-11,-0.4,6,0,13,-1,Cc1nnc(N2C(=O)c3ccc(Br)cc3C2=O)s1
-4,-9,-3,-5,7,0.2,4,2,2,3,Cc1cc(C)c(N(CC(=O)NC(C)(C)C)C(=O)CNC(=O)c2cccs2)c(C)c1
-1,1,-4,-2,7,-0.1,4,0,5,-2,CCN(C(=S)NC(=O)C1CCCC1)C1CCCCC1
3,-5,-5,-9,-14,-0.6,0,0,-2,-4,CC1CC(NC(=S)N(C)C)CC(C)(C)C1 (centres undefined)
-1,-4,2,-6,-1,-0.1,1,-10,-7,0,CC(C)(C)NC(=O)C(=O)NNC(=O)c1ccco1
3,-1,-8,5,-5,0.1,5,-2,-2,1,Cc1ccc(NC(=O)Nc2ccc(Cl)cn2)cc1
7,-3,5,-5,0,-0.6,6,-1,21*,2,O=C(NNC(=S)Nc1ccc(Br)cc1)c1ccc(N2CCOCC2)c([N+](=O)[O-])c1
-3,6,1,1,-4,-0.3,-10,4,2,1,COc1ccc(C(=O)NCCc2ccccc2F)cc1OC1CCN(C(C)=O)CC1
3,-7,0,16,1,-0.4,-7,0,2,2,COC(=O)c1sc(=S)n(Cc2ccccc2)c1C
2,2,0,1,-5,-0.1,6,4,2,2,CC(C)c1cc(C(C)C)c(S(=O)(=O)N2CCNCC2)c(C(C)C)c1
-8,-9,3,-15,-6,-0.1,6,5,12,8,CCn1cc(SCC(=O)NCc2ccc3c(c2)OCO3)c2ccccc21
-8,-9,-63,-6,-3,-10,-1,9,-222,-170,COc1cc2c(cc1OC)-c1cc(N3CCCCCC3)nc(=O)n1CC2
12,-4,-1,-3,4,-0.6,4,-1,-1,-1,C=CCNC(=O)N1C2=NC(C(=O)OC)=C(C(=O)OC)[C@@H]3N(Cc4ccccc4)c4ccccc4[C@]23C[C@H]1C(=O)OC
-9,7,-6,-6,-8,0.0,2,2,5,4,O=C(N/C(=C/c1cccc([N+](=O)[O-])c1)C(=O)N1CCCCCC1)c1cccs1
15,4,-1,9,1,-0.8,-5,-1,-5,1,O=C(Cn1cnc2ccc(Cl)cc2c1=O)NC1CCS(=O)(=O)C1 (centres undefined)
4,5,2,-9,-12,1.1,10,0,-10,2,CC(=O)C1=C(N2CCCCC2)CCC1=O
12,-2,-1,2,6,0.3,0,0,-6,0,COc1cc2c(cc1OC)C(C(=O)N1CCOCC1)C(c1cccs1)N(C)C2=O (centres undefined)
-5,15,4,-8,3,-0.3,-3,3,-1,3,OC(COCc1cccs1)CN1CCN(c2ccccn2)CC1 (centres undefined)
9,4,-3,0,3,-0.1,6,-3,2,-3,O=C(CCc1nnc(COc2ccccc2)o1)NCc1ccc(Cl)s1
-15,10,-5,8,3,0.1,5,-1,7,1,COc1ccc(CNC(=O)NCc2ccc(OC)c(OC)c2)cc1OC
11,-2,-5,3,-8,-0.7,8,-1,3,-1,O=C(NC1CCCC1)C1CCCN1C(=O)Nc1ccc(Cl)cc1 (centres undefined)
1,-1,-1,-12,-3,0.0,6,-3,-11,-1,CC1(NC(=O)c2cc(-c3cccs3)nn2-c2ccccc2)CCS(=O)(=O)C1 (centres undefined)
-11,0,-4,2,0,-0.1,-1,-3,-4,0,CCc1ccc(CCC(=O)Nc2ccc(C)cc2C)o1
-9,-2,-3,14,2,0.4,3,1,2,0,CN1CCC(=NNC(=O)CSCc2ccccc2)CC1
-8,-4,-6,1,0,0.0,1,-6,5,-3,O=C(CSc1cc(Cl)ccc1Cl)NC1CCCC1
6,-1,-2,-1,-1,-0.4,3,1,3,2,CN(c1ccc(OCC(=O)Nc2cc(Cl)ccc2C(=O)O)cc1)S(=O)(=O)c1ccc(F)cc1
9,-12,-4,14,-6,-0.1,1,-3,-1,1,CN(C)c1nc(N)nc(CSc2nnnn2-c2ccc(C(=O)O)cc2)n1
10,4,1,-5,4,0.6,2,-2,-5,-2,COc1cccc(NC(=O)NCc2ccccc2Cl)c1
-3,-13,-5,10,1,-0.8,-1,1,-6,2,Cc1cccc(N2CC(c3nc4ccccc4n3C)CC2=O)c1C (centres undefined)

Profiles as entered above. Order of values: ASAP1 inh | ARFGAP1 inhibitor | ADAM17 inh | TDP2 absorb | DDE Tn6 FP inh | proKLK7 act | Tn7 DDE FP | LEDGF integ inh | ADAM10 inh | PLC-gamma1 inh
Shown for CC1(NC(=O)c2cc(-c3cccs3)nn2-c2ccccc2)CCS(=O)(=O)C1 (centres undefined) : 1 | -1 | -1 | -12 | -3 | 0.0 | 6 | -3 | -11 | -1
Shown for CN(c1ccc(OCC(=O)Nc2cc(Cl)ccc2C(=O)O)cc1)S(=O)(=O)c1ccc(F)cc1 : 6 | -1 | -2 | -1 | -1 | -0.4 | 3 | 1 | 3 | 2
Shown for COc1cccc(NC(=O)NCc2ccccc2Cl)c1 : 10 | 4 | 1 | -5 | 4 | 0.6 | 2 | -2 | -5 | -2
Shown for CC(=O)C1=C(N2CCCCC2)CCC1=O : 4 | 5 | 2 | -9 | -12 | 1.1 | 10 | 0 | -10 | 2
